# High-throughput results deposited in PubChem by National Center for Advancing Translational Sciences (NCATS).
# Pf Dd2 growth – blocks in vitro growth of P. falciparum Dd2; P. falciparum Dd2 growth, SYBR Green, 72 h; hit rate 4.3% among 120,000; AID 1347417; Potency, µM (top dose mostly 28.9 µM), for inactives: top-dose activity, negative = inhibition, usual class: inhibitors; active = well fitted inhibition curve with a large enough effect; inconclusive = small, poorly fitted or top-dose-only effect; inactive = no such curve, though single readings can be large or run the other way;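 note: plate controls were DMSO vehicle for no effect and reference drug for full effect; nearly all actives have a fitted effect of over 65% in size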
#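 Readout: SYBR Green fluorescence, 485 nm excitation, 535 nm emission, after ~16 h lysis at 37C. Before that, Dd2-infected red cells (2.5% hematocrit) grew 72 h with compound, 29 uM top final concentration.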
# * = called active by the depositor; i = inactive; ? = inconclusive; [ ] = another dose, or the depositor's remark. Potency is the fitted concentration of half-maximal effect. The list is partial, so the mix of outcomes need not match the whole.
entry | SMILES | Pf Dd2 growth
1 | CCC(CC)c1nc(CN2C(=O)NC(c3ccc(OC)cc3)C3=C2COC3=O)no1 (stereo not drawn) | i
2 | CC(=O)c1cccc(NC(=O)c2ccc3c(c2)N(Cc2ccc(C)cc2)CCS3)c1 | ?
3 | COc1ccc(C(C)NC(=O)c2noc(-c3ccc(F)cc3)n2)cc1OC (stereo not drawn) | i
4 | Cc1ccsc1C(=O)N1CCCC(c2nnnn2C)C1 (stereo not drawn) | -7%
5 | CCCn1cc(-c2ccnc(NCc3cccc(C)c3)n2)c(C)n1 | i
6 | N#Cc1ccccc1-c1cc2c(ccn2Cc2ccncc2)c(N2CCOCC2)n1 | i
7 | Cn1ccc(NC(=O)[C@@H]2C[C@H](c3ccc(F)cc3)N(Cc3ccccc3Cl)C2)n1 | ?
8 | COc1ccc(-c2noc([C@@H]3CCCN3C(=O)c3ccc(N(C)C)cc3)n2)cc1OC | i
9 | CS(=O)(=O)N1CC2(CCN(CC3CCCCC3)CC2)Cc2ccccc21 | ?
10 | O=C(Nc1ccc(F)cc1)N[C@H]1[C@H](O)[C@@H](N2CCCCC2)[C@@H]2OC[C@H]1O2 | -14%[44.1 µM]
11 | Cn1cnnc1CC1CCN(c2nnnn2-c2ccccc2)CC1 | -6%
12 | Clc1ccc2oc([C@H]3CCN(Cc4cccs4)C3)nc2c1 | -20%[44.1 µM]

# The list goes on; the last three above are carried over.
entry | SMILES | Pf Dd2 growth
10 | O=C(Nc1ccc(F)cc1)N[C@H]1[C@H](O)[C@@H](N2CCCCC2)[C@@H]2OC[C@H]1O2 | -14%[44.1 µM]
11 | Cn1cnnc1CC1CCN(c2nnnn2-c2ccccc2)CC1 | -6%
12 | Clc1ccc2oc([C@H]3CCN(Cc4cccs4)C3)nc2c1 | -20%[44.1 µM]
13 | O=C(Nc1ccc(F)cc1F)c1ccc2c(c1)n(Cc1cccc(F)c1)c(=O)c1ccnn12 | -6%
14 | O=C(NCc1c[nH]c2ncccc12)c1ccc2c(c1)OCO2 | -9%[44.1 µM]
15 | O=C(C1CCN(C(=O)N2CC3CC(C2)[C@H]2CCCC(=O)N2C3)CC1)N1CCN(C2CCCCC2)CC1 (stereo partly drawn) | i
16 | CCN(C(=O)c1cc2cc(Br)cc(OC)c2oc1=O)c1ccccc1 | ?
17 | COc1ccc(N(CC(=O)NC(C)c2ccccc2)S(=O)(=O)c2c(C)nn(C)c2C)cc1 (stereo not drawn) | 12%
18 | O=C(NC1CCCCC1)c1ccc2c(c1)N(Cc1ccccc1F)C(=O)c1ccccc1S2 | ?
19 | COc1ccc(CN2CC(COc3ccccc3)C3(C2)CN(c2ccccc2)C3)cc1O (stereo not drawn) | ?
20 | Cc1nn(C)c(C)c1CCC(=O)N1C[C@@H](Oc2ccccc2)C[C@H]1C(=O)N1CCCC1 | -6%
21 | CN1CCN(C(=O)[C@@H]2CCC[C@@H](NCc3cccc4c3OCO4)CN(C)C(=O)C2)CC1 | ?
22 | COc1ccc(C(=O)N2C[C@@H](F)[C@@H](OCc3nc4ccccc4[nH]3)C2)cc1 | -15%[44.1 µM]
23 | C=C[C@H]1CN2CC[C@H]1C[C@@H]2CNC(=O)c1ccc2c(c1)OCO2 | -4%[44.1 µM]
24 | COc1ccc([S+](=O)([O-])N2CCC3(CC2)OCCN(CC2CC2)C3=O)cc1 | -5%[44.1 µM]
25 | COc1cc(C)cc(OC)c1C(C(=O)O)N1CCN(CC2CC2)CC1 (stereo not drawn) | 7%
26 | CCOc1ccccc1C(=O)N1[C@@H]2CC[C@H]1CC(NC(=O)c1ccc(F)cc1)C2 (stereo partly drawn) | -23%
27 | O=C(OCC1CCCO1)c1ccc2c(c1)N(Cc1ccc(F)cc1)C(=O)c1ccccc1S2(=O)=O (stereo not drawn) | -6%
28 | Fc1ccc(-c2csc(-c3nc(-c4ccc(Br)s4)cs3)n2)cc1 | 12%
29 | COc1ccc(Nc2ncnc3c2nc2n3CCCCC2)cc1 | 28%
30 | COCC(=O)N1CCC(c2nc(C3CCOCC3)n[nH]2)CC1 | -3%
31 | COc1ccc(C(=O)NCc2nnc3c(-c4nc(C5CC5)no4)cccn23)c(C)c1 | ?
32 | CC[C@H]1CN(S(=O)(=O)c2ccccc2)CC[C@H]1CC(=O)N1CCC(C(=O)OC)CC1 | 6%
33 | Cc1c(CC(=O)N2CCCCC2)c(=O)oc2c(C)c3occ(C(C)(C)C)c3cc12 | i
34 | COc1ccc(N2CCN(S(=O)(=O)c3ccc(F)c(C(=O)Nc4ccccc4Cl)c3)CC2)cc1 | 6%
35 | CCCc1nc(NCC(c2ccccn2)N2CCOCC2)c2cnn(C)c2n1 (stereo not drawn) | 3%
36 | CC(=O)Nc1ccc([C@H]2OCC(=O)N(Cc3ccc(F)cc3)[C@@H]2CO)cc1 | 0%[44.1 µM]
37 | COC(=O)c1cc(-c2ccc(C)cc2)c2c(=O)n(C)c(=O)n(C)c2n1 | 58%[activator]
38 | CC(C)c1ccc(CNc2n[nH]c(-c3ccco3)n2)cc1 | -2%
39 | Cc1cccc(Cn2cccc(C(=O)Nc3ccc4c(c3)OCCO4)c2=O)c1 | -14%
40 | CCN(CCCNC(=O)CSc1cc(=O)n(CC)c2ccccc12)c1cccc(C)c1 | i
41 | O=C(Nc1nc2c(Cl)cccc2s1)c1ccc(S(=O)(=O)N2CCc3ccccc32)cc1 | -8%
42 | Cc1ccc(-c2nnc(C3CN(C(=O)CCc4ccccc4)CC34CCOCC4)o2)cc1 (stereo not drawn) | i
43 | CC(=O)N1CCC(NC[C@H]2O[C@@H]3C[C@@H](CC(=O)NC(C)C)O[C@@H]3[C@@H]2O)CC1 | 3%[44.1 µM]
44 | Cc1ccccc1CNC(=O)c1oc2c(c1C)-c1nn(Cc3ccc(Cl)cc3)cc1CC2 | ?
45 | Cc1ccc(N2CCC(NC(=O)c3ccc4[nH]ccc4c3)C2=O)cc1C (stereo not drawn) | ?
46 | CCOc1ccc(N(CC)C(=O)c2cc3c(s2)-c2ccc(Cl)cc2SC3)cc1 | ?
47 | O=C(CN1C(=O)COc2ccc(C(=O)COc3ccccc3F)cc21)NC1CCCCC1 | -23%
48 | COc1ccc(Nc2c(-c3cc(Br)ccc3O)nc3ncccn23)cc1OC | 1.3µM*
49 | Cc1ccc(OCC(=O)Nc2cccc(OCc3cc(=O)n4cccc(C)c4n3)c2)cc1C | -1%
50 | CCCN(CC1CCOC1)S(=O)(=O)c1ccc(Cl)cc1 (stereo not drawn) | i[5.79 µM]
51 | Cc1ccccc1CN1CCC(CNc2ncnc3onc(-c4ccc(F)cc4)c23)CC1 | 4µM*
52 | C=CCNC(=O)Cc1ccc(N(Cc2ccc(C)cc2)C(=O)c2ccco2)cc1 | -2%
53 | Cc1cncc(C(=O)N2CCOc3c(O)cc(-c4nc5ccccc5s4)cc3C2)c1 | 7.9µM*
54 | CCc1ccc(N2C(=O)CSC23C(=O)N(Cc2cccc(OC)c2)c2ccccc23)cc1 (stereo not drawn) | i
55 | Cc1noc([C@@H]2CN(C(=O)c3ccoc3C)C[C@H]2CO)n1 | i
56 | COc1cccc(C2C=C(c3ccc(C)cc3)Nc3c(C(=O)Nc4ccc(F)cc4)cnn32)c1OC (stereo not drawn) | ?
57 | Cc1ccc(NCc2cccn2-c2nnc(N3CCC(C(=O)NCc4ccccc4C)CC3)s2)cc1 | i
58 | C[S+](=O)([O-])N1CC2(Cc3ccccc31)CN(C(=O)c1ccccc1)C2 | -16%
59 | COc1ccccc1NC(=O)CSc1nnc2c(n1)[nH]c1ccccc12 | 18%
60 | COC(=O)c1ccc2nc(CO[C@H]3CN(Cc4ncccc4C)C[C@H]3F)[nH]c2c1 | i
61 | Clc1ccc(-c2noc(-c3cccnc3NCc3ccco3)n2)cc1 | 21%
62 | Cc1ccccc1C(=O)Nc1cccc(NC(=O)c2ccc(C(C)(C)C)cc2)c1 | 13µM*
63 | Cn1c(=O)cc(SCC(=O)N2CCN(c3ccc(F)cc3)CC2)c2ccc(Cl)cc21 | i
64 | CCOC(=O)c1ccc(N2C(=O)c3[nH]nc(-c4ccc(C)cc4)c3C2c2cccs2)cc1 (stereo not drawn) | 11µM*
65 | COc1ccc(-c2cc(N3CCCN(C(=O)c4ccc(OC)cc4OC)CC3)n[nH]2)cc1 | i
66 | c1cc(CN(CCN2CCCCC2)CC2CCCN(C3CCCC3)C2)c2nonc2c1 (stereo not drawn) | ?
67 | COc1cccc(CC(=O)NC2CCN(c3cc(-c4ccc(Cl)cc4)[nH]n3)CC2)c1 | -13%
68 | CC(C)[C@H]1CN(c2cnccn2)C[C@@H]1NC(=O)C1(C#N)CCOCC1 | -18%
69 | CC(CCc1ccccc1)NC(=O)c1ccc2nccn2c1 (stereo not drawn) | ?
70 | CN1CCCC12Cc1ccccc1CN([S+](C)(=O)[O-])C2 (stereo not drawn) | -27%[44.1 µM]
71 | COC[C@H]1CCCN1C(=O)[C@@H](C)C1CC[C@@]2(C)CC[C@H](NC(=O)CC(C)(C)C)[C@@H](C)[C@@H]2[C@H]1O (stereo partly drawn) | ?
72 | O=C(Nc1ccc(F)cc1)N[C@H]1[C@H](O)[C@@H](N2CCCC2)[C@@H]2OC[C@H]1O2 | i

# Some of the entries above, reformatted:
(48) COc1ccc(Nc2c(-c3cc(Br)ccc3O)nc3ncccn23)cc1OC
  Pf Dd2 growth = 1.3µM*

(49) Cc1ccc(OCC(=O)Nc2cccc(OCc3cc(=O)n4cccc(C)c4n3)c2)cc1C
  Pf Dd2 growth = -1%

(50) CCCN(CC1CCOC1)S(=O)(=O)c1ccc(Cl)cc1 (stereo not drawn)
  Pf Dd2 growth = i[5.79 µM]

# New compounds follow.
entry | SMILES | Pf Dd2 growth
73 | COc1ccc(C2Cn3nnc(-c4noc(-c5cccs5)n4)c3CO2)cc1 (stereo not drawn) | ?
74 | COc1ccc(-c2cc(N3CCCN(C(=O)c4ccc(C)s4)CC3)n[nH]2)cc1 | i
75 | O=C(CN1CCN(Cc2ccccc2Cl)C1=O)NCc1ccccc1Cl | -11%
76 | COc1cc2c(cc1CNC(=O)[C@H]1CCC[C@@H](O)C1)OCCO2 | -1%
77 | Cc1nc(CCNC(=O)Nc2cccc(F)c2C)no1 | -20%
78 | COCCNc1ncccc1-c1noc([C@@H]2CCCN2Cc2ccccc2OC)n1 | 7.9µM*
79 | Cc1cc(C)c2c(=O)c3c(oc2c1)C(=O)N(CCCOC(C)C)C3c1ccccc1F (stereo not drawn) | -8%
80 | CCCCNC(=O)c1nn(-c2ccc(C)cc2)c(=O)n(C)c1=O | 2%
81 | O=C(Nc1cc(F)ccc1F)N1CCC(CCNC(=O)C2(c3ccccc3)CC2)CC1 | -17%
82 | CCOc1ccc(C2c3[nH]c4ccccc4c3CCN2C(=O)Cc2cccc(OCC)c2OCC)cc1 (stereo not drawn) | 11µM*
83 | CC(C)c1ccc2oc(-c3ccc(Cl)c(NC(=O)c4cccs4)c3)nc2c1 | -20%
84 | CCn1cc(C(=O)OCC(=O)Nc2cc(Cl)ccc2OC)c(=O)c2ccc(C)nc21 | 30%
85 | COc1cc(C)ccc1OCC(=O)c1ccc2c(c1)N(CC(=O)N1CCCC1)C(=O)CO2 | ?
86 | O=C(Nc1ccccc1Cl)c1cnc(-c2ccccc2)nc1-c1ccncc1 | -19%
87 | C#CCNC(=O)c1nc(-c2ccccc2OC)c2cnccn12 | ?
88 | CC(=O)N1CCCc2cc(S(=O)(=O)N3CCCC(C(=O)Nc4cccc(Cl)c4C)C3)ccc21 (stereo not drawn) | ?
89 | Cc1cc(C(F)(F)F)n(CC(C)Cn2cc(-c3cncnc3)nn2)n1 (stereo not drawn) | -21%
90 | COCC(=O)N[C@H]1CCN2C(=O)c3ccccc3NC(=O)[C@@H]2C1 | 3%[44.1 µM]
91 | Cc1cc(C(=O)N2CCC(Cc3ccc(C(N)=O)cc3)CC2)n(C)n1 | -6%
92 | O=c1c2nc(OCc3ccc(F)cc3)ccc2ncn1Cc1ccccn1 | ?
93 | O=C(Cc1ccc(F)cc1)N1CCC(c2nn(-c3ccc(Cl)cc3)c(=O)[nH]2)CC1 | i
94 | Cc1c(Cl)cccc1NC(=O)Cn1c(C)cc2nc3n(c(=O)c21)CCCCC3 | ?
95 | O=C1CCN(C(=O)COc2ccc(F)cc2)CCCCCCN1 | -19%
96 | COc1ccccc1CNc1ncnc2c1cnn2-c1ccc(C)cc1 | i
97 | COc1ccc(S(=O)(=O)NCc2ccc3c(c2)CCN3C(=O)c2ccccc2)cc1OC | -4%
98 | CN(Cc1ccc(-c2ccccc2)cc1)S(C)(=O)=O | 0%[44.1 µM]
99 | COCCNC(=O)C[C@@H]1C[C@H]2O[C@H](CNC(=O)Nc3ccc(F)cc3)[C@@H](O)[C@H]2O1 | i
100 | COC1CCCN(c2cc(-c3cccc(C(F)(F)F)c3)nc3c(C)noc23)C1 (stereo not drawn) | ?
101 | COc1ccccc1C(=O)N1CCC2(CC1)OC(=O)N(Cc1csc(C)n1)C2(C)c1ccccc1 (stereo not drawn) | i
102 | Cc1nc2c(NC(=O)C3COc4ccccc4O3)cccn2n1 (stereo not drawn) | -20%
103 | CCc1cccc(C)c1NC(=O)CCS(=O)(=O)c1ccc2c(c1)oc(=O)n2C | i
104 | Cc1ccc(C(=O)N2CCC3(Cc4ccccc4NC3=O)C2)cc1 (stereo not drawn) | i
105 | O=C(c1cccs1)C1CCCN(C(=O)c2ccc3nccn3c2)C1 (stereo not drawn) | -3%
106 | COc1ccc(CNC(=O)c2cnn(-c3ccc(C)cc3)c2-n2cccc2)cc1OC | 0%
107 | CN1C(=O)c2cccn2CC1CNC(=O)NC1CCCC1 (stereo not drawn) | 11%
108 | CCCCn1cc(S(=O)(=O)c2ccc(C)c(C)c2)c(=O)c2cc(F)c(N3CCCC(C)C3)cc21 (stereo not drawn) | -7%
109 | Cc1ccc(-n2c(C3CCN(C(=O)c4n[nH]c5c4CCCC5)CC3)n[nH]c2=O)cc1 | i
110 | O=C(CCCn1c(=O)c2cccn2c2ccc(F)cc21)NCCc1ccccc1 | ?
